Screens (PubChem)
NCOA2 inhibitor = human SRC2 (NCOA2) inhibition; HEK293 GAL4-SRC2 luciferase reporter, luminescence; inhibition, % at 9 µM; Q15596; AID 651957; hit rate 0.17% among 370,000;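 active means inhibition above the mean inhibition of all tested compounds plus 3 SD, set per campaign, cut at about 52% in these data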;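 further: 0% = DMSO treated cells and 100% = cells given Gossypol at 36 µM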
NOD2 RIPK2 PPI = inhibitors of human NOD2-RIPK2 interaction | hit rate 0.38% among 360,000 | CHO BLA complementation NOD2-RIPK2, CCF4 ratio | O43353 | inhibition, % at 4.98 µM; in the data active means inhibition above about 21%;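 further: 0% = vehicle only and 100% = reference blocker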
TROY NFkB inh = TROY signaling inhibition | Q293 LMP1-TROYcd NF-kB luciferase reporter, 4 h | inhibition, % at 10 µM | hit rate 0.98% among 360,000;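 active means compounds whose plate-normalised and pattern-corrected inhibition of the luciferase reporter signal at the single screening dose is 50% or more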
C8 TRAIL sens = caspase-8 TRAIL sensitization; NB7+C8 cells + TRAIL, ATPlite viability luminescence; inhibition (viability loss, TRAIL sensitization), % at 10 µM; hit rate 1% among 360,000;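 active means compounds causing at least 50% loss of cell viability in the single-dose screen, relative to plate controls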
NR5A2 inv ag = inverse agonists of human LRH-1 (NR5A2); O00482; HEK293T StAR-luciferase reporter, LRH-1 transfected, 24 h; inhibition, % at 3.6 µM; hit rate 0.13% among 360,000;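 active means inhibition above the mean inhibition of all tested compounds plus 3 SD, cut at about 73% in these data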;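 further: 0% = DMSO wells and 100% = reporter-only cells lacking LRH-1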
Target sequence (O00482 whole entry, looked up): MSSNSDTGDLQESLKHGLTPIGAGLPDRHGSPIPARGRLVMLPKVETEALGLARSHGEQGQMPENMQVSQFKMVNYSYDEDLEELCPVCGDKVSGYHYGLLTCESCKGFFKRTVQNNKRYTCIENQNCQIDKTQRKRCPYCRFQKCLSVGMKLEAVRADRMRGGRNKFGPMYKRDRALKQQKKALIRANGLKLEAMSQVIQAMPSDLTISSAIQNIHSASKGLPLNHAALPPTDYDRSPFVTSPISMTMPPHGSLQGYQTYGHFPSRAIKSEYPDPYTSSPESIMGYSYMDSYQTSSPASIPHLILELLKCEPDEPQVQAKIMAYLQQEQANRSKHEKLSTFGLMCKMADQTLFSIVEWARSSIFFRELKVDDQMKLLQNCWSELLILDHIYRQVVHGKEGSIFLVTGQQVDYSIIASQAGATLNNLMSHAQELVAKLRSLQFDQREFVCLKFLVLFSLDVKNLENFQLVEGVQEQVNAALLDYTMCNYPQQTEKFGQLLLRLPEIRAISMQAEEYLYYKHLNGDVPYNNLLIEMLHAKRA
EBV LMP1 NFkB = inhibitors of Epstein-Barr LMP1-induced NF-kappaB reporter. LMP1-induced NF-kappaB luciferase reporter cells, luminescence. hit rate 0.69% among 350,000. inhibition, % at 12.5 µM; in the data active means inhibition above about 41%; inconclusive means no clear call, values can overlap the other calls;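 further: 0% = neutral control wells and 100% = reference inhibitor control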
TLR9-MyD88 inh = TLR9-MyD88 interaction inhibition. Q9NR96+Q99836. CHO BLA complementation TLR9-MyD88, CCF4 FRET ratio. inhibition, % at 4.98 µM. hit rate 0.21% among 340,000;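 active means inhibition above the mean over all tested compounds plus 3 SD, cut at about 21% in these data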;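 further: 0% = DMSO only wells and 100% = clavulanate BLA inhibitor control wells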
NR2F2 inh = blocks human COUP-TFII nuclear receptor | P24468 | HEK293T NGFI-A luciferase reporter, luminescence | inhibition, % at 8.6 µM | hit rate 0.7% among 370,000 | AID 686940;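 active means inhibition above a per-plate cutoff, mean inhibition of test wells between control levels plus 3 SD, cut at about 38% in these data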;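 further: cells cotransfected with COUP-TFII expression vector driving the NGFI-A reporter; 0% = median of COUP-TF2 test wells and 100% = reporter-only cells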
Target sequence (P24468 whole entry, looked up): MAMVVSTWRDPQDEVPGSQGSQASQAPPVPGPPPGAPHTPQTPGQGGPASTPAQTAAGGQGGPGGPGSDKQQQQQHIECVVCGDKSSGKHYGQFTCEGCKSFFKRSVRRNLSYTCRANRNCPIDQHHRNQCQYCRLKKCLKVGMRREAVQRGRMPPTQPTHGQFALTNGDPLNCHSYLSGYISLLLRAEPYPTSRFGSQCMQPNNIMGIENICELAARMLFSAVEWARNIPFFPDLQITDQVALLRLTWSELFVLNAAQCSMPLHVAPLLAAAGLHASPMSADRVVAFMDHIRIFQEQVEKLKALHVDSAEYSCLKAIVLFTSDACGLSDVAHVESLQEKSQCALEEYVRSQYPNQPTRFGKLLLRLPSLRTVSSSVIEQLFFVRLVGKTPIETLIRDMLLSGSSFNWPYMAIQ
NCOA3 inh = human NCOA3 inhibition. HEK293 GAL4-SRC3 luciferase reporter, luminescence. hit rate 0.17% among 360,000. inhibition, % at 3.6 µM. Q9Y6Q9;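 active means inhibition above a per-campaign cutoff, the mean of all compounds plus 3 SD, cut at about 60% in these data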;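 further: 0% = DMSO-treated cells and 100% = gossypol-treated cells at 36 µM; higher means less SRC3-driven luciferase light from the GAL4 reporter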
Vif imaging = inhibitors of HIV Vif. inhibition, % at 7.49 µM. hit rate 0.35% among 340,000. HEK293T cells, Vif self-association by quenched fluorescence, imaging, 24 h. AID 602346; in the data active means inhibition above about 50%, passing the limit was not always enough; inconclusive means no clear call, values can overlap the other calls; inactive means below about 31%; further: some results filed as inactive read as strong as hits
SRC1 inh = inhibits human SRC1 coactivator; Q15788; HEK293 GAL4-SRC1 luciferase reporter, luminescence; inhibition, % at 3.6 µM; hit rate 0.12% among 360,000;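 active means inhibition above the campaign mean plus 3 SD, with each screening campaign given its own cutoff, cut at about 60% in these data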;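 further: 0% = DMSO treated cells and 100% = gossypol at 36 µM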
Active calls of the source: *; i = inactive; ? = inconclusive; · = no result given. An excerpt; the hit share may differ from the screen's.

SMILES	NCOA2 inhibitor	NOD2 RIPK2 PPI	TROY NFkB inh	C8 TRAIL sens	NR5A2 inv ag	EBV LMP1 NFkB	TLR9-MyD88 inh	NR2F2 inh	NCOA3 inh	Vif imaging	SRC1 inh
COCCN(C(=O)c1ccc(N(C)S(=O)(=O)c2ccc(C)cc2)cc1)c1c(N)n(CC(C)C)c(=O)[nH]c1=O	17	8	-26	-5	8	1	0	-8	3	9	3
COCc1cccc(-c2csc(C(O)c3ccccc3)n2)c1 (stereo unspecified)	-19	1	-26	3	-47	·	·	4	-42	·	-51
CC(=O)Nc1ccc(NC(=O)CSc2nnc(-c3ccccc3)n2Cc2ccc3c(c2)OCO3)cc1	-6	6	-5	-24	6	-10	5	7	-31	·	-3
O=C1c2cccc3c(O)ccc(c23)C(=O)N1Cc1ccccc1	21	42*	4	-3	-15	-3	26*	18	-3	i	6
Cc1ccc2c(Cl)c(C(=O)NC3CC3)sc2c1	-50	-13	-40	39	-106	-30	-1	-24	-100	1	-83
COc1ccc(C2CC(c3ccc(Cl)cc3)=NN2C(C)=O)cc1 (stereo unspecified)	-13	18	-54	1	-79	-5	1	-12	-47	-2	-49
Cc1cc2c(cc1C)-c1nnnn1C(N1CCCC1)C(=O)N2 (stereo unspecified)	-4	-14	·	8	18	·	·	-5	·	·	·
CC(=O)Nc1sc(N/N=C/c2ccc(N(C)C)cc2)nc1-c1ccc(C)cc1	-58	-3	-54	9	-59	·	·	-5	-45	-5	-37
COc1ccc(N(CC(=O)NCC2CCCO2)C(=O)CCC(=O)Nc2nccs2)c(OC)c1 (stereo unspecified)	13	-3	8	2	2	-5	-1	3	-3	-3	7
CC(=O)NCC(=O)OCN1C(=O)c2ccccc2C1=O	-24	-16	2	-5	1	5	-3	17	-8	16	-26
COc1cccc(C(=O)NCCN2CCN(c3ccccc3)CC2)c1	7	6	-3	-12	10	4	4	2	6	5	-8
Cc1c(C(=O)NCc2ccccn2)oc2ccc(Br)cc12	-26	-2	-64	-23	-58	-39	10	-19	-30	-9	-75
O=C(Nc1ccc(O)c2c(=O)cc(-c3cccc(Cl)c3)oc12)c1ccc(F)cc1	-7	-6	1	11	11	-10	-5	-2	6	-2	-15
Cc1cccc(CN2CCN([C@@H]3CS(=O)(=O)N[C@H]3COCc3ccccc3)CC2)c1	30	2	10	-9	13	·	·	1	17	·	-2
C=CCn1cccc(C(=O)Nc2ccc(Cl)cc2)c1=O	-25	-2	-11	2	-47	3	6	15	-36	-9	-43
CCCCSc1nc2c(c(=O)[nH]c(=O)n2C)n1CCc1ccccc1	-15	-16	-7	4	-11	4	-6	17	7	-3	3
CC(C)NC(=O)c1ccc(OC2CSC2)cc1	-13	-8	-26	15	-18	3	3	0	-6	3	-12
CC(=O)O[C@H]1[C@@H](O)[C@H](O)[C@H](Oc2c(O)c(C)c3c4c2[C@@H](C)CC[C@@H]4[C@@H](C)C[C@H]3C=C(C)C)O[C@H]1C	0	-10	8	-1	16	1	1	1	23	-5	0
N/C(=N/OCc1cccc([N+](=O)[O-])c1)c1nonc1N	-19	0	-5	7	4	-1	10	0	13	4	5
CC1(C)Cc2cccc(OCC(=O)O)c2O1	9	-4	-20	-4	22	0	6	7	-5	·	-4
C=CCNC(=O)[C@@H]1CSC2c3ccc(OC)c(OC)c3C(=O)N21 (stereo partly specified)	-15	1	-1	-31	8	5	5	-2	-3	·	1
Cc1cccc(C)c1NC(=O)C(C1CC1)n1c(-c2ccc(-c3ccccc3)cc2)nc2ccccc21 (stereo unspecified)	10	4	·	24	-19	·	·	6	·	·	·
COc1ccc(N2C(=O)C3CC(C)=C(C)CC3C2=O)c(OC)c1 (stereo unspecified)	-18	-4	10	7	-20	-2	-4	-15	3	9	12
COc1ccc(Cc2c(-c3ccc(C)cc3)nc3c(C)cc(Br)cn23)c(C)c1	-19	-3	7	0	24	·	·	-9	-5	·	3
O=c1c2c(nc3cc(-c4cccc(Cl)c4)[nH]n13)CCCC2	-57	9	60*	63*	-147	26	-4	-55	-72	0	-102
CC(C)(C)C(=O)C[n+]1cccc(C(N)=O)c1	15	4	16	-8	5	10	3	0	-5	-3	-1
Cc1cccc(NC(=O)CCC(=O)c2cccs2)n1	-39	-5	8	4	-27	1	-4	3	-25	5	-17
COC(=O)c1ccc(COC(=O)CNC(=O)c2ccco2)cc1	-28	5	-22	10	16	-4	-5	7	-27	·	1
O=C(O)CCn1nnc(-c2ccccc2)n1	-32	1	8	6	15	2	·	10	16	0	-17
O=C(Nc1ccc(Oc2ccc(NC(=O)Nc3ccc([N+](=O)[O-])cc3)cc2)cc1)Nc1ccc([N+](=O)[O-])cc1	18	1	26	35	14	25	-4	15	-9	-1	-13
O=S(=O)(Nc1ccccc1N1CCCCC1)c1ccc(F)cc1	-55	-4	7	0	4	-6	·	14	-10	·	5
O=C(Nc1ccon1)C1CCN(S(=O)(=O)c2cccs2)CC1	-22	-2	4	-7	8	-8	2	-2	2	14	13
OC(c1ccccc1)c1nc(-c2ccc(F)c(Cl)c2)cs1 (stereo unspecified)	-52	-1	-40	-12	-8	·	·	-39	-20	-7	-29
CCn1c(C(c2ccccc2)c2ccccc2)n[nH]c1=S	22	1	-19	17	2	1	11	2	20	15	-4
CC(=O)N1c2ccc(S(=O)(=O)N3CCCC(C(=O)Nc4ccc(C)cc4)C3)cc2CC1C (stereo unspecified)	5	-6	29	7	-6	·	·	-3	-6	-16	2
COc1ccc(CN2CCC(C(=O)Nc3ccc(Oc4cccnc4)cc3)CC2)c(C)c1C	-14	11	18	21	24	-7	-2	34	17	-9	12
CC(C)CN(C(=O)COC(=O)c1ccc([N+](=O)[O-])s1)c1c(N)n(Cc2ccccc2)c(=O)[nH]c1=O	-4	1	-1	4	-1	8	4	9	3	-3	-17
CCN(CC(=O)NCC(=O)Nc1cccc(C)c1C)Cc1ccccc1	-15	-14	2	-9	-1	7	-4	2	-5	13	-10
Cc1cc(=O)nc2c3ccccc3n(CC(=O)NCCCN3CCOCC3)n12	·	3	0	-7	3	-3	-8	·	1	-6	11
CN(C)C(=O)CSc1nnc(CCN)o1	11	-4	16	-3	13	4	-3	15	-16	-4	0
COc1cc(CC(=O)OCC(=O)Nc2ccc([N+](=O)[O-])cc2)cc(OC)c1OC	-17	-14	14	17	-1	-4	-5	-4	8	14	4
CC(=O)Nc1cc(NC(C)=O)cc(C(=O)NCC2(N3CCOCC3)CCCCC2)c1	-44	4	6	-7	5	-9	7	9	14	·	-9
Cc1ccccc1NC(=O)CSc1nc(N2CCCCC2)nc(N2CCCCC2)n1	0	4	12	2	5	-2	-9	3	5	-6	-21
COc1ccc([N+](=O)[O-])cc1NC(=O)C(C)OC(=O)CN1C(=O)C2CC=CCC2C1=O (stereo unspecified)	-2	-15	19	20	0	-5	-9	3	-18	·	3
Cc1cccc(C)c1NC(=O)c1csc(COCCO)n1	1	7	-7	-13	-2	·	·	-9	-3	4	-72
COc1ccc(-c2c(C(=O)c3ccccc3)[nH]c(N)c2C(=O)c2ccc(Br)cc2)cc1OC	-7	-8	15	-6	-3	·	·	9	·	·	·
CC(=O)Cn1ncc(N2CCOCC2)c(Br)c1=O	-10	7	-11	0	-6	4	-8	-2	-2	-1	-13
CCCCOc1ccc(C(=O)NN2C(=O)NC3(CCCCC3)C2=O)cc1OC	10	-5	-20	0	-3	-4	-3	-20	-25	-3	0
Cc1ccc(CN(c2ccc(C(=O)NCc3cccnc3)cc2)S(C)(=O)=O)cc1	-10	-9	5	4	14	-5	5	14	6	-6	8
O=C(NCCCN1CCCC1)c1ccc(CSCc2cccc(Cl)c2)o1	-10	-7	-2	-1	20	1	-3	-7	16	-13	8
The listing continues.
SMILES	NCOA2 inhibitor	NOD2 RIPK2 PPI	TROY NFkB inh	C8 TRAIL sens	NR5A2 inv ag	EBV LMP1 NFkB	TLR9-MyD88 inh	NR2F2 inh	NCOA3 inh	Vif imaging	SRC1 inh
O=C(COC(=O)/C=C/c1ccc(Cl)cc1)NC(=O)NCc1ccccc1	32	0	-5	-4	-3	-1	2	2	-2	28	-3
C=CC[C@@H](CC(=O)N(CCO)Cc1ccccc1)C(=O)N[C@H](COC(=O)[C@@H](CC=C)Cc1ccc(F)cc1)C(C)(C)C	10	5	24	-9	16	2	3	11	7	55*	9
O=C(NC(=S)Nc1ccc2c(c1)OCCO2)c1ccc(F)cc1Cl	-54	-2	-68	5	-47	6	-1	-18	-52	-5	-39
CCOC(=O)/C(C#N)=C/Nc1cc(C(C)(C)C)sc1C(C)=O	-15	9	-8	3	-4	4	-2	4	22	0	-36
O=C(NCCSCc1ccccc1)c1ccc(F)cc1	11	0	-12	19	-2	-1	6	25	10	-6	-6
CNC(=O)C[C@H]1C(=O)N(c2ccccc2)C[C@@H]1Cc1ccccc1	-14	-1	-8	-4	8	0	-9	-5	13	9	-35
O=C(O)c1cc(NCc2cccs2)ccc1N1CCOCC1	-2	-3	7	-12	0	1	0	4	-5	-17	-5
Cc1cccc(C(=O)Nc2ccc(C(=O)c3ccccc3)cc2)c1	-38	-10	6	6	-32	·	·	-2	-9	-7	-9
C[C@H]1CN([C@@H](C)CO)C(=O)CCCn2nncc2CO[C@H]1CN(C)S(=O)(=O)c1cccs1	23	-7	-5	-5	4	0	-5	6	11	6	3
O=C(Nc1ccc2c(c1)OCCO2)C(c1cc2ccccc2o1)N1CCN(C/C=C/c2ccccc2)CC1 (stereo unspecified)	7	7	83*	5	39	·	·	20	25	-8	26
NS(=O)(=O)c1ccc(NC(=O)c2cccc3ccccc23)cc1	-6	3	14	7	5	4	-16	-20	-6	31	0
CC(O/N=C/c1ccc(OC(F)F)cc1)C(=O)Nc1cccc(S(=O)(=O)N2CCOCC2)c1 (stereo unspecified)	8	1	8	10	8	-1	-10	12	2	1	10
COc1ccc(N2CCN(C(=O)COC(=O)c3ccc(CSC)o3)CC2)cc1	-30	-6	6	-14	-9	-10	-7	2	-4	16	-1
CC1(Oc2ccc(Cl)cc2)CCN(Cc2ccc(-c3ccccn3)cc2)C1 (stereo unspecified)	8	-8	2	26	-8	·	·	-11	4	14	13
Cc1cccc(S(=O)(=O)N2CN(Cc3ccco3)c3nc4ccccc4nc32)c1	-13	-4	-1	-8	-6	-11	10	10	-7	·	-11
CCOC(=O)N1CCC(Nc2c(-c3ccc(C)c(C)c3)c(=O)c2=O)CC1	2	2	-8	58*	-6	53*	3	2	4	·	-6
COc1ccc(NC(=O)N2CCCCC2c2cccnc2)cc1 (stereo unspecified)	11	-6	-49	-1	-11	1	-1	-17	-3	-8	-10
CC[C@@H](C)[C@H](NC(=O)Cc1c(C)c2cc3c(C)c(C)oc3c(C)c2oc1=O)C(=O)O	10	-1	8	-14	-2	-4	-6	3	9	-10	8
N#Cc1c(NC(=O)CCCC(=O)O)sc2c1CCCCC2	61*	1	1	14	-27	?	2	46*	-13	7	-66
CNC(=S)N/N=C/c1cn(Cc2c(F)cccc2Cl)c2ccccc12	-28	-6	-4	2	-18	11	-4	-13	13	-4	-15
Cc1ccc(S(=O)(=O)Nc2nc3ccccc3nc2N2CCN(c3ccccc3F)CC2)cc1	19	-2	0	1	-28	7	-6	9	14	-20	-5
CCCCOc1ccc(CN2CCCCC2)cc1	0	-10	6	-5	-5	-5	-8	-7	6	-3	-10
